VIM-2 inh – inhibitors of Pseudomonas aeruginosa VIM-2 metallo-beta-lactamase. purified VIM-2, nitrocefin hydrolysis, epi-absorbance fluorescence. inhibition, % at 5.6 µM. 290,000 tested, 0.89% active. AID 1527;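 active means inhibition above the mean of all tested compounds plus 3 SD, cutoff set per screening run, cut at about 7.5% in these data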;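 further: red hydrolysis product quenches plate fluorescence so inhibitors raise well fluorescence; 0% = enzyme with DMSO and 100% = DMSO without enzyme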
GalR3 antag – antagonists of human GalR3 | HEK293 GalR3-CNG cAMP membrane potential fluorescence; galR3 body fused to GalR1 C-terminus | inhibition, % at 3 µM | 360,000 tested, 0.44% active;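 active means inhibition above the screen-wide average plus 3 SD, cut at about 13% in these data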;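 further: forskolin and galanin both at EC90 stimulate the cells; cAMP rise reported by CNG channel membrane potential dye signal; 0% = forskolin plus galanin with DMSO and 100% = forskolin alone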
Target sequence (O60755 1-299 limits assumed): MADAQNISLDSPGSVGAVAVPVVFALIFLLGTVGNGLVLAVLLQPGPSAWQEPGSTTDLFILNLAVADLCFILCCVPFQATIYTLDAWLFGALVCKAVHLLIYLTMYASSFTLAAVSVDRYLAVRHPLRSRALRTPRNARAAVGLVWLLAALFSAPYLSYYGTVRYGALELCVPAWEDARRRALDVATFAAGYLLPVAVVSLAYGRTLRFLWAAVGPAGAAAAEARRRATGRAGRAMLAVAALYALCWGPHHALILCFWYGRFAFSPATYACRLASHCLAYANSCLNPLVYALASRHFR
SUMO HTRF inh – inhibitors of human SUMOylation (UBC9) | HTRF SUMOylation assay, SAE1/SAE2 + UBC9, in vitro | inhibition, % at 35 µM | 290,000 tested, 0.36% active; in the data active means inhibition above about 50%, passing the limit was not always enough; further: strong numbers were not always called active
Target sequence (P63279 whole entry, looked up): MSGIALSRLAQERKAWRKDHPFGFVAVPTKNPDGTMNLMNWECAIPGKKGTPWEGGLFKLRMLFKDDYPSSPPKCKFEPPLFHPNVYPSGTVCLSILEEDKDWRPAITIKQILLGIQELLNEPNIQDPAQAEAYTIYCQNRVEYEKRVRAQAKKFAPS
IMP-1 inhibitor – inhibitors of Pseudomonas aeruginosa IMP-1 metallo-beta-lactamase. purified IMP-1, nitrocefin hydrolysis, epi-absorbance fluorescence. inhibition, % at 5.6 µM. 290,000 tested, 0.45% active;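 active means inhibition above the mean plus 3 SD of all compounds in the same screening run, cut at about 4.5% in these data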;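 further: 0% = IMP-1 with DMSO and 100% = DMSO wells lacking enzyme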
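System: Purified IMP-1 | Read-out basis: Percent enzyme inhibition | Controls: IMP-1 with DMSO as 0%, enzyme-free DMSO as 100% | Replicates: One well per compound | Doses: 5.6 µM nominal single concentration | Detection: Epi-absorbance fluorescence, 480 nm excitation, 530 nm emission | Incubation: 25 °C, 15 min preincubation, 25 min reaction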
p-CIP stab down – compounds decreasing mouse p/CIP protein stability | decrease of EGFP signal, % at 10 µM | F442A p/CIP-EGFP cells, EGFP fluorescence, 16 h | 290,000 tested, 0.01% active | Q05BA5;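 active means EGFP signal decrease of at least 30% at 10 µM or well 3 SD below plate mean, unless failing retest; inactive means the rest, including hits failing retest or dose response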; further: some compounds called inactive have numbers as strong as hits; many of its hits are not listed in these tables
IDE cell inh – inhibitors of human insulin-degrading enzyme in cells | HEK cells, FAbetaB cleavage, fluorescence polarization | inhibition, % at 5.59 µM | 320,000 tested, 0.41% active | AID 434962 | P14735;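 active means percent inhibition above the average of all tested compounds plus 3 SD, set per screening campaign, cut at about 16% in these data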;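 further: IDE supplied by intact live HEK cells; FP after avidin binding of uncleaved biotin substrate so inhibition keeps polarization high; 0% = DMSO wells and 100% = 60 µM reference IDE inhibitor Ii1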
CRFR2-BP antag – antagonists of CRF-binding protein/CRF-R2 receptor complex. HEK293 CRF-R2/CRF-BP, CRF-induced calcium fluorescence. inhibition, % at 11.8 µM. 350,000 tested, 0.59% active;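 active means inhibition of the ligand-induced calcium signal above about 50% at the single tested concentration, limit read from the data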
NS3 helicase inh – HCV NS3 helicase inhibition; NS3 helicase DNA unwinding, Cy5 molecular beacon fluorescence; inhibition, % at 10.9 µM; 290,000 tested, 0.56% active;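 active means inhibition above the mean of all tested compounds plus 3 SD, set per campaign, cut at about 35% in these data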;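 further: 0% = DMSO wells and 100% = thioflavine S control wells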
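System: Hepatitis C virus NS3 helicase domain fragment enzyme | Reagent: Annealed dual-labelled DNA beacon duplex, ATP-started | Compound dosing: 10.9 µM single point, 0.8% DMSO | Incubation: 1 h reaction at 25 °C, ATP-initiated | Technique: Cy5 fluorescence | Evaluation: Percent inhibition from t60/t0 fluorescence ratio | Benchmarks: Low DMSO, high thioflavine S at 110 µM | Replication: Singlicate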
IDE act – activators of human insulin-degrading enzyme in cells | P14735 | HEK cells, FAbeta-B cleavage, fluorescence polarization; 0% vehicle, 100% cell-free pure enzyme wells | activation, % at 5.96 µM | 340,000 tested, 0.073% active | AID 493087;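 active means activation above the mean of all tested compounds plus 3 SD, set per screening campaign, cut at about 17% in these data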
Numbers without * were called inactive; . = no result given. Rows were taken by chance; overall some 3.2% were active at least once.

p-CIP stab down	IDE act	CRFR2-BP antag	IDE cell inh	VIM-2 inh	SUMO HTRF inh	NS3 helicase inh	IMP-1 inhibitor	GalR3 antag	canonical_smiles
-5	-6	0	5	-1.2	9	1	-1.3	-6	O=C(CSc1ccc(-c2ccccc2)nn1)c1cccs1
8	-5	12	-1	3.9	20	8	-2.4	5	COC(=O)c1ccsc1NC(=O)c1cccc(OC)c1
6	4	4	0	-1.4	-5	-3	-2.5	5	Cc1cc(C)cc(C(=O)NCCC(=O)NCc2cc(=O)n(C)c(=O)n2C)c1
.	0	-7	-1	.	.	.	.	-9	C=CC[C@H](CC(=O)NCCO)C(=O)N[C@@H](COC(=O)[C@H](CC=C)CC(=O)OC(C)(C)C)Cc1ccccc1
-11	1	6	1	-3.6	11	7	-3.5	0	O=C(NCCc1c[nH]c2ccccc12)/C(=C/c1ccco1)NC(=O)c1ccco1
-9	4	-4	-8	-1.7	4	-4	-4.5	-2	COc1cc([N+](=O)[O-])ccc1NC(=O)CN1CCN(C(=O)c2ccco2)CC1
10	6	-17	-3	1.1	2	-15	1.1	-8	CCC(C)c1ccc(NC(=O)NCCN2CCCCC2)cc1 (stereo not drawn)
-16	.	.	2	-5.3	24	14	-1.5	.	Cc1cccc(N2CCN(C(=O)c3ccc4c(c3)NC(=O)C(CSCc3cccc(F)c3)N4)CC2)c1C (stereo not drawn)
-7	-22	-21	25*	-2.2	-11	3	-2.3	-7	CC(C)C(=O)N(c1ccc2oc(=O)sc2c1)S(=O)(=O)c1ccccc1
2	-1	5	1	-2.7	16	2	-0.7	-5	N#C/C(=C1/CCCN1)c1ccccn1

Complete entries, looked up by structure. Order of values: p-CIP stab down, IDE act, CRFR2-BP antag, IDE cell inh, VIM-2 inh, SUMO HTRF inh, NS3 helicase inh, IMP-1 inhibitor, GalR3 antag
`COc1cc([N+](=O)[O-])ccc1NC(=O)CN1CCN(C(=O)c2ccco2)CC1` reads -9, 4, -4, -8, -1.7, 4, -4, -4.5, -2
`N#C/C(=C1/CCCN1)c1ccccn1` reads 2, -1, 5, 1, -2.7, 16, 2, -0.7, -5
`Cc1cc(C)cc(C(=O)NCCC(=O)NCc2cc(=O)n(C)c(=O)n2C)c1` reads 6, 4, 4, 0, -1.4, -5, -3, -2.5, 5

Additional results
p-CIP stab down	IDE act	CRFR2-BP antag	IDE cell inh	VIM-2 inh	SUMO HTRF inh	NS3 helicase inh	IMP-1 inhibitor	GalR3 antag	canonical_smiles
0	1	9	-2	-1.6	18	14	-1.5	-7	COC(=O)c1ccc(OC(=O)CS(=O)c2ccccc2[N+](=O)[O-])cc1 (stereo not drawn)
-6	4	-6	-3	13*	12	-52	-4.5	1	COC(=O)c1c(NC(=O)C(=O)NCCCN2CCOCC2)sc2c1CCCC2
.	2	-2	2	.	.	.	.	0	CCN1CCN(c2ccc(S(=O)(=O)N3CCOCC3)cc2NC(=O)c2ccc(C)c(C)c2)CC1
-75	.	6	-2	1.9	4	9	0.2	-4	CC(C)Oc1ccc(CCC(=O)N/N=C/c2ccncc2)cc1
0	3	22	-3	-1.7	3	-1	-2.4	1	Cc1nc2ccccc2n1CC(=O)NC1CCCC1
6	1	6	1	0.1	20	4	-2.2	-7	COc1ccc(C2NN=C(c3ccc(C)cc3)S2)cc1OC (stereo not drawn)
-4	7	-11	2	-3.4	19	5	-4.1	0	COc1ccc2c(c1)c1nc3ccccc3nc1n2CCCN1C(=O)c2ccccc2C1=O
.	4	-11	7	.	.	.	.	-3	Cc1ccc(C(=O)NCC(=O)N2CCCC(C(F)(F)F)C2)s1 (stereo not drawn)
-3	5	-2	6	-3.8	12	-3	-5.2	0	CCOC(=O)C1(Cc2ccccc2)CCN(Cc2nccn2CC)CC1
-13	2	-8	-1	-1.5	9	5	-1.8	-8	Cc1ccc(S(=O)(=O)CC(=O)Nc2nnc(C(C)C)s2)cc1
3	.	-21	2	-2.4	6	0	-1.7	-5	Cc1ccc(S(=O)(=O)N(CC(=O)NN=C2CCN(C)CC2)c2ccc(F)cc2)cc1
6	4	27	-10	-1.0	27	1	-3.0	-4	CCc1ccc(/C=C2\SC(N3CCOCC3)=NC2=O)cc1
-16	-9	9	2	-4.9	8	3	-7.0	-1	CCc1n[nH]c2c1C(=O)CC(C)(C)C2
.	3	-16	5	.	.	.	.	-2	O=C(NNC(=O)C1CC(=O)N(Cc2ccccc2)C1)c1ccc(F)cc1 (stereo not drawn)
.	-2	6	8	.	.	.	.	-2	Cc1ccc(S(=O)(=O)N2CCN(C(=O)CCCOc3cccc(C)c3)CC2)cc1
-9	7	18	-1	-1.9	8	3	-0.5	2	CCn1cc(S(=O)(=O)NC2CCCCC2)cn1
-4	5	16	3	-0.9	23	15	-3.5	-3	O=C1C=C(O)CC(c2cccs2)C1 (stereo not drawn)
.	-3	-22	3	.	.	.	.	-5	O=C(/C=C/c1cccc(C(F)(F)F)c1)OCC(=O)N1CCN(c2ccccc2)CC1
-5	-3	-1	0	-1.8	6	-8	-0.7	-4	O=C(COC(=O)/C=C/c1cccs1)Nc1cccc(S(=O)(=O)N2CCCC2)c1
.	1	4	5	.	.	.	.	-4	CCN(Cc1ccccc1)C(=O)Cc1ccc(OC)c(S(=O)(=O)N2CCOCC2)c1
-15	-3	0	3	-3.5	0	-3	-4.5	-5	COc1ccc(N2CCN(C(=O)CN(C)S(=O)(=O)c3cc(C)ccc3OC)CC2)cc1
4	0	-58	1	-0.2	24	11	-2.5	-1	CCc1oc2ccccc2c1C(=O)CCN1CCCCC1
3	0	7	-2	-2.0	22	-19	-1.1	-7	COC(=O)c1cc(C)[nH]c2c(C)cc3nc4ccccc4c3c12
8	-4	-3	.	0.1	7	4	-1.4	-5	c1ccc(CCCN2CCN(c3ccccn3)CC2)cc1
-9	4	12	6	0.2	13	-1	-2.9	-4	N#C/C(=C/c1ccc(-c2ccccc2[N+](=O)[O-])o1)C(N)=O
-9	1	-8	0	-1.4	13	-3	-2.5	-2	OCC[C@@H]1C[C@@H](O)[C@H](O)[C@@]2(Cc3ccccc3CO2)O1
-12	6	-8	0	-1.9	-2	-2	-1.8	-1	COc1ccc(/C=N/NC(=O)CSc2nnc(C)n2-c2ccccc2)c(OC)c1OC
-16	1	5	0	-2.2	4	6	-1.4	-11	CC(/C=N/Nc1nnc(C)c(=O)[nH]1)=C\c1ccccc1
3	1	14	5	-1.5	9	-1	-2.1	-4	COc1cc2c(cc1OC)CN(c1ccc([N+](=O)[O-])cc1C#N)CC2
-10	5	-11	-1	-1.6	30	2	-5.3	-4	Cc1ccc(-c2nc(C#N)c(NCCCn3ccnc3)o2)cc1
-11	5	-8	3	-2.2	0	13	-0.5	-9	O=C(CCc1c[nH]c2ccccc12)NC(Cc1ccccc1)C(=O)O (stereo not drawn)
-7	.	-65	0	-1.1	5	9	-2.6	-4	Oc1ccc2ccccc2c1C=Nc1ccc(N2CCOCC2)cc1
-12	-2	-26	0	-1.5	-9	15	-1.8	3	CC(C)(Oc1ccc(Br)cc1Cl)C(=O)Nc1ccon1
.	1	6	4	.	.	.	.	-4	Cc1ccc(C2CC(c3cccs3)=NN2C(=O)CSc2nc(=O)n3cc(C)ccc3n2)cc1 (stereo not drawn)
2	-2	19	5	-1.9	15	1	-2.9	.	O=C(NCc1ccccc1)c1cnsn1
0	6	-18	-1	0.9	0	-20	0.7	-8	COc1ccc(-c2cc(=O)[nH]c(N3CCN(Cc4ccccc4)CC3)n2)cc1
-4	3	-30	6	0.2	-26	-8	1.7	-5	c1ccc(Nc2nc(N3CCNCC3)nc(N3CCOCC3)n2)cc1
8	-1	8	-5	-3.1	8	-7	0.0	-4	O=c1[nH]c2cc([N+](=O)[O-])c([N+](=O)[O-])cc2[nH]c1=O
12	0	-2	-1	-1.5	-6	27	-2.7	-5	O=C(COC(=O)C1CCN(/C=C/C(=O)C(F)(F)F)CC1)Nc1ccccc1
-7	4	10	5	-2.7	26	-4	-3.3	-7	N#C/C(=C(/O)c1ccc(Cl)c([N+](=O)[O-])c1)c1nc2ccccc2[nH]1
-14	5	2	-1	-1.1	-12	-4	-3.0	0	CC1CC(C)CN(C(=O)CNC(=O)Cn2ccc3ccccc3c2=O)C1 (stereo not drawn)
0	7	14	7	-3.6	7	2	-1.7	0	Cc1ccc(S(=O)(=O)n2cnc3cc([N+](=O)[O-])ccc32)c(C)c1
19	-1	14	3	-0.3	2	0	-2.8	-2	CC(=O)c1cccc(S(=O)(=O)N(C)C2CCN(C)CC2)c1
4	5	2	-3	-0.1	4	-4	-0.1	-11	COc1ccc(-n2ccn(CC(=O)Nc3ccccc3OC)c(=O)c2=O)cc1
-8	5	-3	-2	-2.4	-2	9	-1.3	-1	CN1CCN(c2nc3c(c(=O)n(C)c(=O)n3C)n2Cc2ccccc2)CC1
2	5	-6	-1	-2.1	11	1	-1.7	1	Cc1cc(N)nc(C)c1C#N
-4	7	-17	1	-1.5	1	3	-1.6	-5	CCC(Sc1nnc(-c2ccc(C)c(Cl)c2)n1CC)C(=O)Nc1nccs1 (stereo not drawn)
-1	-2	7	5	-1.3	6	1	-0.4	-2	CCOC(=O)Cn1cc(C=O)c2ccccc21
-10	10	-25	0	-6.8	2	3	-3.9	3	O=C(CCCc1ccccc1)NCCN1CCOCC1
-16	-2	26	-8	1.1	17	-3	-3.4	-3	Cn1nc(CC(=O)NCc2ccc(F)cc2)c2ccccc2c1=O

(cont.)
p-CIP stab down	IDE act	CRFR2-BP antag	IDE cell inh	VIM-2 inh	SUMO HTRF inh	NS3 helicase inh	IMP-1 inhibitor	GalR3 antag	canonical_smiles
-11	6	-3	-1	0.2	17	-5	-1.3	-6	Cc1ccc(NC(=O)C2CCC(CNC(=O)[C@@H]3Cc4ccccc4CN3)CC2)cc1 (stereo partly drawn)
-21	-4	3	7	-4.8	8	17	-4.4	-5	CCN1C(=O)C2(C(C(=O)c3cc4ccccc4o3)=C(O)C(=O)N2CCCN2CCOCC2)c2ccccc21 (stereo not drawn)
-16	3	14	-2	-2.7	28	-3	-3.5	-1	O=C(Nc1ccc2snnc2c1)N1CCCCC1
-3	5	7	-4	-2.2	18	-6	-2.4	-3	CCNC(=S)Nc1cc(C(=O)N2CCCC2)ccc1N1CCCC1
.	1	13	4	.	.	.	.	-2	C[C@@H]1COC(=O)[C@H](NC(=O)OCC2c3ccccc3-c3ccccc32)C/C=C\C[C@@H](CC(=O)N[C@@H](CO)Cc2ccccc2)C(=O)N1
8	3	25	-5	-0.2	-5	-5	-0.6	-1	COc1ccc(Cl)cc1NC(=O)CCc1ccccc1
-2	-7	13	4	1.1	9	0	1.9	-6	C=CCn1c(SCC(=O)c2cccs2)nc2sc(CC)cc2c1=O
4	4	13	-1	-0.3	29	-30	7.7*	.	CC(=O)c1ccc(NC(=O)c2cccc(N3C(=O)c4ccccc4C3=O)c2)cc1
1	1	3	1	-0.9	19	-1	-2.9	0	Cc1cc(C)nc(NS(=O)(=O)c2ccc(NC(=O)c3ccc4c(c3)OCO4)cc2)n1
.	4	-8	-1	.	.	.	.	-3	O=C(COc1ccc(Br)cc1Cl)N1CCN(c2ncccn2)CC1

Compound activity from PubChem.
